uPA surface inh – cell surface uPA generation inhibition | cell surface uPA generation assay, qHTS | Potency, µM (titrated, usually from 38.3 µM), inactives show at the highest dose activity change, negative = inhibition, hits mostly inhibitors | actives 0.31% (n = 330,000); active means well fitted inhibition curve with a large enough effect; inconclusive means small, poorly fitted or top-dose-only effect; inactive means no such curve, though single readings can be large or run the other way; tested in mouse RAW 264.7 cells; further: potency means the concentration at half of the fitted maximal effect; on the % scale 0 is the no-effect control and ±100 the full control effect; nearly all actives have a fitted effect of over 55% in size
BRCA1 expr act – activators of BRCA1 expression. MCF7-BRCA1-FFLuc reporter, luminescence, 48 h; response scale: scaled: vehicle 0%, 10 µM genistein 100%. Potency, µM (titrated, usually from 46.1 µM), inactives show at the highest dose activation, most hits filed as activators. actives 1.1% (n = 380,000); further: potency means the concentration at half of the fitted maximal effect; nearly all actives have a fitted effect of over 80% in size; some results filed as inactive show a strong effect at the top dose
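48 h compound treatment of MCF7-BRCA1-FFLuc cells (phenol-red free MEM, 37 °C), then 15 min with luciferase substrate and luminescence imaging.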
TSG101-PTAP inh – blocks PTAP/TSG101 interaction to inhibit HIV-1 budding. Potency, µM (top dose mostly 115 µM), without a hit: at the top dose activity change, negative = inhibition, hits mostly inhibitors. 340,000 tested, under 10 active. Q99816. Fluorescence polarization, FITC-PTAP peptide / Tsg101 binding; active means well fitted inhibition curve with a large enough effect in the main read-out, with a control signal flat, not every such curve was filed as active; inconclusive means small, poorly fitted or top-dose-only effect, or effect the other way, or a change in a side signal; inactive means no such curve, though single readings can be large or run the other way; further: potency means the concentration at half of the fitted maximal effect; % of control where 0% means no effect
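Fluorescence anisotropy tracks displacement of a FITC-tagged PTAP peptide (50 nM) from the Tsg101 binding domain (10 uM), following a 20 min room-temperature incubation at pH 7.5.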
Eya2 inh – inhibitors of human Eya2 phosphatase activity; actives 0.006% (n = 330,000); O00167; recombinant Eya2, OMFP fluorescence dephosphorylation (OMFP is methylfluorescein phosphate); Potency, µM (series often up to 76.9 µM), inactives show at the top dose activity, negative = inhibition, actives largely listed as inhibitors; further: potency means the concentration at half of the fitted maximal effect; on the % scale 0 is the no-effect control and ±100 the full control effect
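Eya2 (0.2 uM) preincubated 10 min at ambient with compound, then OMFP substrate added at 50 uM; 10 min reaction in 50 mM HEPES pH 7.5, 50 mM NaCl, 5 uM MgCl2, 0.05% BSA, 1 mM DTT. Fluorescence read at Ex 485/Em 525 nm.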
TRPV1 ag – agonists of human vanilloid receptor 1 (TRPV1). Q8NER1. TRPV1-expressing cells, Fluo-8 calcium influx, agonist mode. activation, % at 8.33 µM. actives 0.19% (n = 320,000); in the data active means activation above about 80%; inconclusive means between about 30% and that limit; further: 0% is about no effect
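Cells expressing TRPV1 were dye-loaded with Fluo-8 and read kinetically: 10 s baseline, 3 min after compound (agonist portion), then 2 min after EC20 capsaicin (allosteric enhancer portion). Calcium-bound dye fluorescence at 480/520 nm.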
ELG1 genotoxic – genotoxicity induction in ELG1-luciferase HEK293T cells | Potency, µM (top dose mostly 46 µM), for the others: at the highest dose activity change, positive = activation, usual class: activators | HEK293T ELG1-luciferase reporter, luminescence, 16 h | actives 1.3% (n = 330,000); further: potency means the concentration at half of the fitted maximal effect; % of control where 0% means no effect; nearly all actives have a fitted effect of over 60% in size
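Cells (2,000/well) expressing the ELG1-luciferase fusion are dosed by pin tool and kept 16 hr at 37 °C, 5% CO2. Signal comes from ONE-Glo luciferase reagent after 30 min at room temperature.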
p53 reactivator – restores transcriptional activity of mutant p53; H1299 p53-A138V BP100-luciferase reporter, luminescence, 24 h; Potency, µM (series often up to 92.2 µM), for the others: at the highest dose activity change, positive = activation, usual class: activators; actives 0.063% (n = 320,000); AID 504706; further: potency means the concentration at half of the fitted maximal effect; % of control where 0% means no effect; nearly all actives have a fitted effect of over 45% in size
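p53-null H1299 cells stably carrying temperature-sensitive p53-A138V and a BP100-luciferase reporter were pinned with compounds (4-point, 1:5 series) and held 24 hrs at 37 deg C. Luminescence was read 10 min after detection reagent.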
B2AR arrestin – beta2AR (human) beta-arrestin recruitment activity; actives 0.02% (n = 330,000); Potency, µM (top dose mostly 46.1 µM), for inactives: at the highest dose activation, hits mostly activators; beta-arrestin recruitment to beta2AR, cell-based reporter; AID 492947;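 further: potency means the concentration at half of the fitted maximal effect; 0% = DMSO controls and full agonism = EC100 isoproterenol or metaproterenol; nearly all actives have a fitted effect of over 65% in size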
Target sequence (P07550 whole entry, looked up): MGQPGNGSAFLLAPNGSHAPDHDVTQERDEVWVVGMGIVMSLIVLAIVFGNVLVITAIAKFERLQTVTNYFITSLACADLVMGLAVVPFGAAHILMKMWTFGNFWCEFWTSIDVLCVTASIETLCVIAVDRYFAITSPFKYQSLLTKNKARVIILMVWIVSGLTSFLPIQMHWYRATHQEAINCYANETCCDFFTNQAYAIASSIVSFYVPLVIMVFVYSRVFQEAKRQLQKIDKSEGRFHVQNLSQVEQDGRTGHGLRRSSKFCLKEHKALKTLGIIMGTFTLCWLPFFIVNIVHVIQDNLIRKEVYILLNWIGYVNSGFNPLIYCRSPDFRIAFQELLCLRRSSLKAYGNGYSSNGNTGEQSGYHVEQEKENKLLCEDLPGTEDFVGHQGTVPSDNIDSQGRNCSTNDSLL
a7 integrin act – activators of alpha7 integrin expression for muscular dystrophy. alpha7betagal myoblasts, beta-gal FDG fluorescence, 48 h. Potency, µM (highest dose often 38.3 µM), without a hit: at the highest dose activation, hits mostly activators. actives 0.064% (n = 350,000). AID 624291;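 further: potency means the concentration at half of the fitted maximal effect; 100% = response of the positive control SU9516; nearly all actives have a fitted effect of over 60% in size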
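alpha7betagal+/- myoblasts (passage 13, 250/well) treated 48 h at 37C with compounds at 1:260 dilution of DMSO stock. Lysed, then beta-galactosidase activity read as FDG fluorescence (ex 480/em 540) after 30 min, with pre-read for autofluorescence.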
S-ASM inh – blocks human secretory acid sphingomyelinase; P17405; placental ASM, HMU-PC fluorogenic substrate, 60 min; Potency, µM (titrated, usually from 57.5 µM), for inactives: top-dose activity change, negative = inhibition, hits mostly inhibitors; actives 0.006% (n = 340,000); AID 504937; further: potency means the concentration at half of the fitted maximal effect
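Fluorescence read-out (Ex 386 nm, Em 447 nm) after stopping the reaction at pH 10. Enzyme: ASM from human placenta; substrate HMU-PC0, 9 uM final; 60 min, 37 °C. Compound preincubation 10 min, ambient temperature.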
USP2a inh – inhibitors of human ubiquitin-specific protease USP2a | O75604 | AID 463254 | USP2 core, Ub-CHOP2 coupled fluorogenic reporter, 485/531 | actives 0.01% (n = 330,000) | Potency, µM (titrated, usually from 38.3 µM), for the others: at the highest dose activity change, negative = inhibition, actives largely listed as inhibitors;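 further: potency means the concentration at half of the fitted maximal effect; plate controls were DMSO wells for no effect and full inhibition by NEM control for full effect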
Target sequence (O75604 whole entry, looked up): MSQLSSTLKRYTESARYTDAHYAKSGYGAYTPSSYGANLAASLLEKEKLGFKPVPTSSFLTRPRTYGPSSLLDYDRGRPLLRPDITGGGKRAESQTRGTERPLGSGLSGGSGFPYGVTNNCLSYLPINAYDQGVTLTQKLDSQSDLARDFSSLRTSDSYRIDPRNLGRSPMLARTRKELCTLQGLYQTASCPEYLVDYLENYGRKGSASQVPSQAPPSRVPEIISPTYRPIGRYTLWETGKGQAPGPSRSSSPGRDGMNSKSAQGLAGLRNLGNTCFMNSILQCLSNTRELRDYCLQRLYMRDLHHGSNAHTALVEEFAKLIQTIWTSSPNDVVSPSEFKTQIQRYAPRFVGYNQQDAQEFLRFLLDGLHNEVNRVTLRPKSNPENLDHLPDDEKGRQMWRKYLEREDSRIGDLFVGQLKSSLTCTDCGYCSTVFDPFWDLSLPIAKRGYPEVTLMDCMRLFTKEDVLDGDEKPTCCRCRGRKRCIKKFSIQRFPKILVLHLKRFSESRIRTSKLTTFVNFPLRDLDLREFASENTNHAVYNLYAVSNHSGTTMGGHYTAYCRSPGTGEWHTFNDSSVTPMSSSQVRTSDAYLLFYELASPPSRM
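Deubiquitinase activity read as fluorescence (485/531 nm) after Ub-CHOP2 cleavage activates the enterokinase reporter on its substrate; USP2 core 10nM, Ub-CHOP2 and substrate 25nM each, 30min compound preincubation then 60min RT; data normalized to NEM, curves fitted.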
An asterisk follows results filed as active; i = inactive; ? = inconclusive; / = not tested or not shown; [ ] = dose if it differs, or a comment. Unless noted, the call rests on the fitted dose curve; in most records, active means well fitted curve in the direction sought with a large enough effect; inconclusive means small, poorly fitted or top-dose-only effect, or another doubt; inactive means no such curve, though single readings can be large; an effect the other way counts as inactive or inconclusive.

cpd	structure	uPA surface inh	BRCA1 expr act	TSG101-PTAP inh	Eya2 inh	TRPV1 ag	ELG1 genotoxic	p53 reactivator	B2AR arrestin	a7 integrin act	S-ASM inh	USP2a inh
1	COc1ccc(/C=C/c2cc(C(=O)O)c3ccccc3n2)cc1	-12%	-1%	-6%	-8%	1	-15%	-7%	-0.7%	-14%	i	1%
2	COc1ccccc1CNC(=O)C1CC(c2cccc([N+](=O)[O-])c2)=NO1 (configuration not stated)	?	-16%	-2%	-2%	4	-2%	-8%	-0.1%	-2%	-5%	-2%
3	O=C(N/N=C/c1ccc(OC(=O)c2ccccc2Cl)cc1)c1ccc(O)cc1	-11%	-3%	-1%	-12%	-2	11%	6%	0.0%	13%	-7%	2%
4	Cc1c(C)n(CCC#N)c2ccc(Cl)cc12	-18%	-14%	1%	-2%	2	3%	1%	-0.6%	18%	-8%	2%
5	Cc1ccc(SC/C(O)=C(\C#N)c2nc3ccccc3s2)cc1	-2%	-75%	-1%	-2%	14	-5%	?	-0.2%	-9%	-3%	0%
6	COc1cc(NC(=O)c2ccc(Cl)cc2)c2ncccc2c1	2%	-41%	1%	-23%	-7	1%	-2%	-0.3%	-17%	82%	-3%
7	O=C(CNC(=O)c1cccs1)OCC(=O)c1ccc(Br)cc1	0%	18%	0%	4%	9	3%	-1%	-0.6%	11%	3%	2%
8	NCCCCCc1nnc(SCC(=O)Nc2cccc(Cl)c2)o1	/	3%	-7%	7%	-2	1%	-5%	-0.8%	-16%	5%	4%
9	Cc1cccc(N2CCN(C(C)C(=O)N3CCc4ccccc43)CC2)c1C (configuration not stated)	1%	-37%	-9%	2%	12	-7%	-4%	-0.3%	-20%	0%	1%
10	O=C(COc1ccc2c(c1)OCO2)Nc1ccc(Cl)cn1	-1%	-17%	-4%	-7%	-8	?	?	0.0%	-27%	4%	3%
11	Cc1c(C(=O)N2CCOCC2)[nH]c2c1C(=O)CC(c1ccc(Cl)cc1)C2 (configuration not stated)	-6%	-11%	0%	6%	1	-1%	?	0.0%	0%	7%	1%
12	CCc1ccc(N(C(=O)c2csnn2)C(C(=O)NC2CCCC2)c2cccnc2)cc1 (configuration not stated)	17%	-10%	1%	6%	0	-4%	-11%	-0.5%	?	-2%	-2%
13	Cc1nc2ccc(NC(=O)c3ccco3)cc2s1	-4%	?	-1%	6%	0	?	9%	0.2%	7%	2%	0%
14	CC1CCCC(C)N1C(=O)COC(=O)c1cc(Br)ccc1Cl (configuration not stated)	10%	-9%	-5%	-6%	22	-5%	-2%	-0.2%	0%	-1%	1%
15	CCCN(CCO)Cc1cccc(Cl)c1	/	0%	1%	-1%	3	-3%	-7%	-0.2%	9%	7%	-3%
16	O=C(Oc1ccccc1C(=S)N1CCOCC1)c1ccccc1	2%	13%	-3%	3%	3	1%	1%	0.5%	27%	-7%	0%
17	O=C(NCc1ccco1)/C(=C/c1ccc(F)cc1)NC(=O)c1ccccc1	0%	-1%	0%	3%	0	0%	1%	-0.3%	0%	3%	0%
18	Cc1nc(Nc2ccncc2)c2oc3ccccc3c2n1	/	-86%	-6%	31%	-3	-20%	-2%	-0.5%	-57%[inhibitor]	-4%	0%
19	COc1ccc(/C=C(/C(=O)Nc2ccccc2C(=O)NC(C)C)c2ccccc2)cc1	1%	-43%	-7%	-11%	?	-13%	-7%	0.3%	-3%	-16%	5%
20	Cc1ccc2nc(CCc3nc4ccc(C)cc4[nH]3)[nH]c2c1	1%	9%	0%	-1%	?	-2%	/	-0.5%	-5%	-1%	0%
21	CC(=O)Nc1nc(C(=O)Nc2c(C)n[nH]c2C)cs1	/	2%	-9%	15%[15.4 µM]	3	-11%	-4%	-0.4%	-7%	4%	-3%
22	Cc1c(OCC(=O)NCC(O)c2ccccc2)ccc2c(-c3ccccc3)cc(=O)oc12 (configuration not stated)	-64%	-43%	-11%	7%	-6	1%	17%	4.7%	-52%[inhibitor]	-16%	-5%
23	Cc1ccc(C(O)(C(=O)NN(C(=O)c2ccccc2)c2ccccc2)c2ccc(C)cc2)cc1	5%	-51%	0%	-6%	10	-4%	-6%	0.6%	-8%	3%	1%
24	COc1cccc(C(=O)Nc2ccc3c(c2)C(=O)N(CCC(=O)O)C3=O)c1	/	7%	2%	-12%	-2	2%	-5%	-0.1%	15%	1%	1%
25	COc1ccc(CN2C(=O)/C(=C/c3ccc(-c4ccc(Cl)c(C(=O)O)c4)o3)SC2=S)cc1	/	/	/	3%	12	3%	-2%	0.1%	/	/	3%
26	Cc1ccc(C)c2[nH]c(=O)c(CCNC(=O)c3ccc(S(=O)(=O)N(C)C)cc3)cc12	4%	-4%	-6%	5%	-4	-18%	-4%	0.3%	-13%	-1%	-1%
27	CCOc1cc(-c2nc(C)c(C(C)=O)n2O)ccc1OCC(=O)Nc1ccc(F)cc1	-3%	1%	1%	-24%	2	-10%	3%	0.2%	0%	-3%	-1%
28	CCCCNC(=O)c1cn(-c2ccc(OCC)cc2)c(=O)c2cc(OC)c(OC)cc12	-6%	-27%	0%	-4%	24	-13%	-3%	-0.1%	36%	?	0%
29	O=C(Cc1ccccc1)N[C@H](c1ccccc1)P(=O)(O)CO	8%	10%	-7%	-5%	-1	2%	1%	0.3%	18%	-4%	1%
30	O=C(COC(=O)c1ccccc1Nc1ccccc1F)c1ccccc1	2%	9%	-1%	-1%	1	8%	-1%	-0.8%	8%	5%	-3%
31	COc1ccccc1C1CC(c2ccc(Cl)cc2)Nc2nc(N)nn21 (configuration not stated)	/	-31%	2%	6%	-2	-1%	-15%	0.3%	21%	-5%	1%
32	Cc1cccc(/C=N/NC(=O)c2ccc(NC(=O)c3cccc(Cl)c3)cc2)n1	1%	-55%	-4%	-17%	?	8%	-2%	0.3%	?	-1%	3%
33	Cc1ccccc1OCC(O)CN1CCN(CC(O)COc2ccccc2C)C(C)C1 (configuration not stated)	-10%	-30%	0%	8%	3	-8%	-2%	-0.9%	?	-1%	1%
34	O=c1cc(C(F)(F)F)nc(-c2ccccc2OC(F)(F)F)[nH]1	5%	-10%	-5%	-2%	0	-3%	-4%	0.6%	4%	3%	6%
35	O=S(=O)(/C=C/c1ccccc1)N1CCNCC1	0%	-4%	-3%	8%	-5	-8%	1%	-0.6%	5%	1%	0%
36	CCn1c(SCC(=O)c2ccccc2)nnc1-c1cccnc1	1%	5%	0%	1%	1	10%	6%	0.4%	15%	3%	1%
37	CCN=C1S/C(=C/c2ccc(-c3ccc(Cl)cc3C(=O)O)o2)C(=O)N1CC	-13%	-15%	0%	-29%	-3	-1%	-7%	0.4%	9%	79%[activator]	2%
38	Cc1cc(NC(=O)CCC(=O)N(c2ccccc2)C(C(=O)NC2CCCC2)c2ccccc2)no1 (configuration not stated)	-1%	-13%	-5%	-3%	7	-7%	-9%	0.2%	-17%	0%	1%
39	COc1cc(C(=O)Nc2ccc3c(c2)OCCO3)ccc1OC(C)C	-7%	?	-1%	2%	/	?	-13%	-0.1%	0%	0%	-1%
40	COc1cccc(NC(=O)CCSc2ccc3ccccc3n2)c1	6%	-35%	-6%	1%	?	15%	4%	-0.6%	-47%[inhibitor]	-2%	3%
41	CCn1c(SCC(=O)NC(C)(C)C)nnc1-c1ccncc1	3%	17%	-3%	-2%	-2	-6%	1%	-0.7%	11%	5%	-1%
42	Cc1ccc(NC(=O)Cc2c(F)cccc2Cl)cc1S(=O)(=O)N1CCOCC1	1%	-9%	-1%	-8%	/	-2%	-4%	0.4%	-29%	1%	3%
43	COc1ccc(NC2=CC(c3ccc(OC)cc3)N(c3ccc(OC)cc3)C2=O)cc1 (configuration not stated)	11%	30%	-2%	8%	0	0%	1%	-0.2%	0%	-28%	-1%
44	CN1CCN(c2nc(-c3ccc(Cl)cc3)cc(=O)[nH]2)CC1	3%	-1%	-6%	-12%	2	-3%	13%	0.0%	-18%	1%	-1%
45	Cc1ccc(C(O)c2ccncc2)cc1 (configuration not stated)	/	-5%	-3%	11%	-1	0%	-2%	0.2%	8%	0%	2%
46	O=C(NCCc1ccccc1)C1CCN(c2nc3ccccc3o2)CC1	/	-11%	-7%	21%	12	-9%	0%	0.1%	-2%	0%	2%
47	CC1CC(C)CN(C(=O)c2cccc(S(=O)(=O)N3c4ccccc4CC3C)c2)C1 (configuration not stated)	1%	-31%	-7%	16%	?	-4%	0%	0.2%	-12%	0%	2%
48	O=C(CCc1c[nH]c2ccccc12)NCc1ccc2c(c1)OCO2	13%	16%	-4%	-3%	1	-7%	-10%	-0.5%	-3%	-1%	3%
